Myeloid diff 2 = induction of myeloid progenitor differentiation, primary screen, cell-based, flow cytometry, MLPCN library | ER-HoxA9 myeloid progenitors, lysozyme-GFP differentiation | calls only at 10 µM | 360,000 tested, 1% active;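 active = normalized GFP-positive differentiation at or above the plate's own cutoff, the solvent-only control mean plus 3 SD; inconclusive = no clear call, values can overlap the other calls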;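 note: cells exposed to compound for four days before flow analysis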
Dengue-2 NS5 capping = Dengue-2 NS5 methyltransferase inhibitors, primary screen, biochemical, confirmation dose response (AID 588689); Genome polyprotein (Dengue virus type 2 (strain 16681-PDK53)); Dengue-2 NS5 methyltransferase capping enzyme assay, biochemical; higher % means a stronger effect; inhibition, % at 25 µM, or IC50 in µM where a hit was titrated; 340,000 tested, 0.3% active; in the data active = a potency from the dose series; inconclusive = inhibition above about 29% without an active follow-up result
Dengue-2 NS5 capping pilot replicate = also measured in Dengue-2 NS5 capping; calls as there; inhibition, %; measured here: pilot screen replicate inhibition
Myeloid diff 2 GFP+ MAC1+ % = second read-out of Myeloid diff 2, no call of its own (marks repeat the call); GFP+ MAC1+ double positive, %; measured here: differentiation confirmed by MAC1 staining
Numbers without * were called inactive; i = inactive; ? = inconclusive; . = not tested or not shown; + = active, no number. An excerpt. The share of hits here may be higher or lower than overall.

SMILES	Myeloid diff 2	Myeloid diff 2 GFP+ MAC1+ %	Dengue-2 NS5 capping	others
Cc1cc(C)cc(C(=O)NCC(=O)OCC(=O)N2CCCC2)c1	i	0.9	-3%
O=C(NCc1ccccc1CN1CCCC1)C1CCN(C(=O)c2ccc(Cl)cc2)CC1	i	1.0	-2%
O=C(CCC(=O)Nc1cccnc1)Nc1cccnc1	i	0.6	-7%
O=C(O)Cc1sc(=O)[nH]c1O	i	1.3	-7%
O=[N+]([O-])c1ccc(NN=Cc2ccccc2)nc1	i	1.1	9%
COc1cc(S(=O)(=O)N2CCOCC2)cc(C(=O)OCC(=O)NCc2ccco2)c1OC	i	0.5	7%
CS(=O)(=O)c1ccc(C(=O)NNC(=O)c2cccs2)cc1	i	0.2	7%
C[C@@H]1CN([C@H](C)CO)C(=O)CCCn2nncc2CO[C@H]1CN(C)C(=O)NC1CCCCC1	i	1.0	-4%
O=C(NC1CC1)c1cccc2c1C(=O)c1ccc(N3CCC(Cc4ccccc4)CC3)cc1S2(=O)=O	i	0.8	22%
COc1c2n(C)ccc3c-2n(c(=O)c1=O)c1ccccc31	i	1.0	0%
CCc1noc(C)c1C(=O)Nc1cc(Cl)ccc1-n1cncn1	i	0.7	1%
CC(=O)N1CCN(C(=O)c2ccc(Cl)c(S(=O)(=O)N3CCCC3)c2)CC1	i	0.8	5%
O=C(NNC(=O)c1ccc2c(=O)n3c(nc2c1)CCC3)c1ccc(Cl)cc1	i	0.8	-2%
c1ccc(CCCNCCCn2cnc3c(OCc4ccccc4)ncnc32)cc1	i	0.6	-8%	Dengue-2 NS5 capping pilot replicate=-5.8
C[C@@H]1CCCCO[C@@H](CN(C)C(=O)c2ccncc2)[C@@H](C)CN([C@H](C)CO)C(=O)c2cc(NC(=O)Cc3ccccc3)ccc2O1	i	0.6	2%
Cc1ccccc1C(=O)NC1CC2CCCC(C1)N2CC(C)C (stereo unspecified)	i	0.7	3%
N#CC(=C(O)COC(=O)CCCNC(=O)c1ccc(Cl)cc1)c1nc2ccccc2[nH]1	i	1.7	-9%
CCOc1ccc(N(C)S(=O)(=O)c2ccc(C)c(C(=O)NCCc3ccc(OC)cc3)c2)cc1	i	0.8	-1%
CC(C)n1nc(C(=O)NNC(=O)c2ccc(OC(F)F)cc2)c2ccccc2c1=O	i	0.6	-8%
C=CC[C@@H](CC(=O)NCCO)C(=O)N[C@@H](COC(=O)[C@@H](CC=C)Cc1ccc(F)cc1)Cc1ccccc1	i	1.4	-1%
CCCn1c(N)c(N(CCOC)C(=O)c2ccc(-c3ccccc3)cc2)c(=O)[nH]c1=O	i	0.0	-5%
Cc1cc(C)cc(C(=O)Nc2cc3c4c(c2)CC(=O)N4CCC3)c1	i	0.3	-7%
O=C(COC(=O)COc1ccc(Br)cc1)NC1CCCCCC1	i	1.1	-11%
Cc1cc(C(=O)CN2C(=O)c3ccccc3S2(=O)=O)c(C)n1C(C)C	i	0.5	4%
CCOC(=O)C1CCN(C(=O)c2ccc3c(=O)n4c(nc3c2)CCCCC4)CC1	?	.	3%

Filtered by structure, the entries above with four or more nitrogen atoms (10)
SMILES	Myeloid diff 2	Myeloid diff 2 GFP+ MAC1+ %	Dengue-2 NS5 capping	others
O=C(CCC(=O)Nc1cccnc1)Nc1cccnc1	i	0.6	-7%
O=[N+]([O-])c1ccc(NN=Cc2ccccc2)nc1	i	1.1	9%
C[C@@H]1CN([C@H](C)CO)C(=O)CCCn2nncc2CO[C@H]1CN(C)C(=O)NC1CCCCC1	i	1.0	-4%
CCc1noc(C)c1C(=O)Nc1cc(Cl)ccc1-n1cncn1	i	0.7	1%
O=C(NNC(=O)c1ccc2c(=O)n3c(nc2c1)CCC3)c1ccc(Cl)cc1	i	0.8	-2%
c1ccc(CCCNCCCn2cnc3c(OCc4ccccc4)ncnc32)cc1	i	0.6	-8%	Dengue-2 NS5 capping pilot replicate=-5.8
C[C@@H]1CCCCO[C@@H](CN(C)C(=O)c2ccncc2)[C@@H](C)CN([C@H](C)CO)C(=O)c2cc(NC(=O)Cc3ccccc3)ccc2O1	i	0.6	2%
N#CC(=C(O)COC(=O)CCCNC(=O)c1ccc(Cl)cc1)c1nc2ccccc2[nH]1	i	1.7	-9%
CC(C)n1nc(C(=O)NNC(=O)c2ccc(OC(F)F)cc2)c2ccccc2c1=O	i	0.6	-8%
CCCn1c(N)c(N(CCOC)C(=O)c2ccc(-c3ccccc3)cc2)c(=O)[nH]c1=O	i	0.0	-5%

(continued)
SMILES	Myeloid diff 2	Myeloid diff 2 GFP+ MAC1+ %	Dengue-2 NS5 capping	others
C[C@@H]1CN([C@@H](C)CO)C(=O)c2cccc(NC(=O)c3nc4ccccc4s3)c2O[C@@H]1CN(C)CC1CC1	i	2.4	4%	Dengue-2 NS5 capping pilot replicate=-0.3
CC(=O)Nc1ccc(NC(=O)C(C)OC(=O)CCCN=C2NS(=O)(=O)c3ccccc32)cc1 (stereo unspecified)	i	1.0	-2%
O=C(O)c1cccc(S(=O)(=O)N2CCN(S(=O)(=O)c3ccc4ccccc4c3)CC2)c1	i	0.5	-9%
O=C1OC(c2ccccc2)Cc2cc(C(=O)N3CCN(c4ccc(F)cc4)CC3)ccc21 (stereo unspecified)	i	0.4	-2%
Cc1ccc(S(=O)(=O)CCC(=O)NCCC2=CCCCC2)cc1	i	1.3	-7%
CC(=O)Nc1ccc(S(=O)(=O)c2ccnc3cc(Cl)ccc23)cc1	i	1.8	-2%
COc1ccc(OCCCC(=O)Nc2ccc(OC)c(S(=O)(=O)N3CCOCC3)c2)cc1	i	1.2	0%
COc1ccc(S(=O)(=O)N2CCCCC2)cc1NC(=O)C1CC(=O)N(Cc2ccccc2)C1 (stereo unspecified)	i	0.4	0%
COc1ccc(OC)c(S(=O)(=O)N2CCN(C(=O)NC3CCCCC3)CC2)c1	i	1.5	-1%
O=C1CC(NS(=O)(=O)c2cc(F)ccc2F)CN1c1ccc2c(c1)OCCO2 (stereo unspecified)	i	0.6	1%
CC(C#N)(CCc1ccccn1)CCc1ccccn1	i	2.1	-11%
CN(C(=O)COc1cccc(C#N)c1)C1CCS(=O)(=O)C1 (stereo unspecified)	i	0.4	5%
C[C@@H]1CN([C@@H](C)CO)C(=O)c2cc(NC(=O)C3CC3)ccc2O[C@@H]1CN(C)Cc1ccc(Cl)c(Cl)c1	i	2.7	3%	Dengue-2 NS5 capping pilot replicate=0.6
CC=Cc1cc2c(c(=O)o1)C(=O)C(O)C(C)O2 (stereo unspecified)	?	.	1%
CC(O)[C@H]1CC[C@H]2[C@@H]3CC[C@H]4C[C@@H](O)CC[C@]4(C)[C@H]3C(=O)C[C@]12C (stereo partly specified)	i	2.0	-8%
CCN1C(=O)[C@H]2[C@@H](c3ccc(-c4ccc5c(c4)OCO5)c(OC)c3)N[C@@](C)(C(=O)OC)[C@H]2C1=O	i	0.4	1%
O=C(c1ccc(N2C(=O)CCC2=O)cc1)N1CCCSC1=Nc1ccccc1	i	0.4	-4%
CCOC(=O)C1=CNS(=O)(=O)NC1c1ccc(C(=O)OC)cc1 (stereo unspecified)	i	0.3	-4%	Dengue-2 NS5 capping pilot replicate=-3.6
CN(C)S(=O)(=O)c1cccc(NC(=O)c2ccccc2SCC(=O)N2CCCC2)c1	i	0.9	-3%
O=S(=O)(c1ccc(SCCOc2cccc(Br)c2)nc1)N1CCCC1	i	0.1	-1%
COc1ccc(C(=O)OCC(=O)c2ccc(F)cc2)cc1OC	i	2.3	-8%
CCOC(=O)C(CC)Sc1nnc2cc(C)c3ccccc3n12 (stereo unspecified)	i	0.8	-6%
C[C@H](CO)N1C[C@H](C)[C@@H](CN(C)C(=O)Nc2ccccc2)Oc2ncc(C#CC3CCCCC3)cc2C1=O	i	0.7	-1%
CON(C)C(=O)C[C@@H]1C[C@H](OC(=O)c2ccc([N+](=O)[O-])cc2)CN1C(=O)OC(C)(C)C	i	1.9	-1%
CC(C)N(C(=O)[C@H]1C[C@H](CC(=O)NCCN2CCOCC2)C(=O)N2CCc3c([nH]c4cc(-c5ccco5)ccc34)[C@]12C)C(C)C	i	0.3	-7%
Other structures.
SMILES	Myeloid diff 2	Myeloid diff 2 GFP+ MAC1+ %	Dengue-2 NS5 capping	others
CCCNC(=O)c1ccccc1NC(=O)c1ccc2c(=O)n3c(nc2c1)CCC3	i	0.6	4%
COc1ccc(CCC(=O)NCCS(=O)(=O)N2CCN(c3ccccc3F)CC2)cc1	i	0.7	-2%
Cc1ccccc1NC(=O)COC(=O)c1ccc2c(c1)C(=O)N(CCCN1CCOCC1)C2=O	i	0.9	-4%
O=C(c1ccc2ccccc2c1)c1cccc(F)c1C(=O)O	i	0.5	-1%
Cc1ccc(-c2cn(CCN)c(-c3ccc(Cl)nc3)n2)cc1	i	1.3	3%
NC1=NC(=O)/C(=C/c2ccccc2OCC(=O)Nc2ccc(F)cc2)S1	i	1.3	1%
CCOC(=O)C1=C(C)NC(C)=C(C(=O)OCC)C1C(=O)OCC(=O)N1CCCCC1C (stereo unspecified)	i	0.2	-1%
COc1ccc(C2=CC(=O)C[C@H](c3ccc(OC)c(OC)c3)C2)cc1	i	0.6	-1%
Cn1nc(N)c2ncc(-c3ccc(Cl)cc3)nc21	i	0.7	-6%
CCn1c(=O)c(C(=O)CN(C)CC(=O)Nc2cccc(F)c2)c(N)n(Cc2ccccc2)c1=O	i	1.5	-5%
Cc1nccn1-c1c2c(c(C#N)c3nc4ccccc4n13)CCCC2	i	0.2	-8%
CC(=O)c1cccc(NC(=O)c2c(-c3c(F)cccc3Cl)noc2C)c1	i	1.6	-4%
O=C(COC(=O)c1ccccc1[N+](=O)[O-])Nc1cccnc1Cl	i	0.5	-2%
Cc1ccc(S(=O)(=O)NCCC(=O)NCC(c2cccs2)N(C)C)cc1C (stereo unspecified)	i	0.3	1%
O=C(OCCC12CC3CC(CC(C3)C1)C2)c1ccc(NCc2cc(O)ccc2O)cc1	?	.	-8%
CC(=O)N1CCN(C(=O)c2ccccc2NS(=O)(=O)c2ccc(F)cc2)CC1	i	0.4	-3%
CCCNC(=O)Cn1c(=O)/c(=C/c2ccc(-c3cccc([N+](=O)[O-])c3)o2)s/c1=C\C(=O)C(C)(C)C	+	2.3*	?
COc1cccc(NC(=O)CN(C)C(=O)c2ccc(OCc3ccccc3)c(OC)c2)c1	i	0.4	4%
CC[C@@]1(C(=O)OC)N[C@H](CN(C)C(=O)COc2ccccc2)[C@@H]2C(=O)N(C)C(=O)[C@@H]21	i	1.7	-8%	Dengue-2 NS5 capping pilot replicate=-3.3
Cc1ccc(S(=O)(=O)NC2(C(=O)O)CCCC2)cc1	i	1.8	8%
C[C@@H]1CN([C@H](C)CO)C(=O)c2c(c3ccccc3n2C)-c2ccccc2CO[C@H]1CN(C)Cc1cccc(C(=O)O)c1	i	1.7	1%
O=C(NCC1CCCO1)c1ccc(Br)c(S(=O)(=O)N2CCOCC2)c1 (stereo unspecified)	i	0.6	-4%
O=C(O)C1CCN(C(=O)c2ccc(S(=O)(=O)N3CCCCCC3)cc2)CC1	i	1.1	-3%
COc1cc(C(=O)NNC(=O)COc2ccccc2Cl)ccc1OCC(=O)N1CCOCC1	i	0.5	-4%
O=C(COC(=O)c1ccc(Cl)c(S(=O)(=O)N2CCCCC2)c1)NCCc1ccccc1	i	1.6	-3%
(more compounds)
SMILES	Myeloid diff 2	Myeloid diff 2 GFP+ MAC1+ %	Dengue-2 NS5 capping	others
COc1ccc(C(=O)OCC(=O)c2ccc(S(=O)(=O)N3CCCCC3)cc2)c(OC)c1	i	0.6	2%
Cc1csc(SCC(=O)Nc2oc(C)c3c(C)n[nH]c(=O)c23)n1	i	0.5	-4%
COc1ccccc1CNC(=O)C[C@@H]1C[C@H]2c3cc(NC(=O)c4ccc5c(c4)OCO5)ccc3O[C@H]2[C@@H](CO)O1	i	0.8	3%
Cc1nn(-c2ccccc2)c(C)c1C(=O)OC(C)C(=O)Nc1ccc(C(N)=O)cc1 (stereo unspecified)	i	0.1	-6%
C=CCN(C(=O)COC(=O)c1cc[n+]([O-])cc1)c1nc(-c2ccccc2)cs1	i	0.4	-7%
C[C@@H]1CCCCO[C@@H](CN(C)CC2CC2)[C@@H](C)CN([C@H](C)CO)C(=O)c2cc(N(C)C)ccc2O1	i	0.4	0%
C=CC[C@H](CC(=O)N(CCO)Cc1ccccc1)C(=O)N[C@H](COC(=O)[C@H](CC=C)CC(=O)OC(C)(C)C)Cc1c[nH]c2ccccc12	i	1.4	-4%	Dengue-2 NS5 capping pilot replicate=-0.6
CC1CCN(C(=O)Cn2cc([N+](=O)[O-])ccc2=O)c2ccccc2S1 (stereo unspecified)	i	0.4	5%
COc1cc([N+](=O)[O-])ccc1NC(=O)COC(=O)CCOc1ccc(C)cc1	i	1.6	-14%
CCCCN1C(=O)CC2CCOC21C (stereo unspecified)	i	0.6	1%
CCC1=C(NCc2ccccc2)COC1=O	i	0.7	5%
COc1cccc(NC(=O)CN(C)C(=O)C2CC(=O)N(CCc3ccc(OC)c(OC)c3)C2)c1 (stereo unspecified)	i	1.0	1%
COc1cccc(S(=O)(=O)Nc2ccc3c(c2)[C@@H]2C[C@H](CC(=O)NCCc4ccccc4)O[C@H](CO)[C@@H]2O3)c1	i	0.5	-3%
CCN1C[C@@H]2[C@@H]3C(=O)N(Cc4ccccc4)C(=O)[C@@H]3[C@](CC)(C1=O)N2C(=O)c1ccccc1	i	2.0	1%
O=C(COC(=O)C12CC3CC(CC(Br)(C3)C1)C2)Nc1ccc2[nH]c(=O)[nH]c2c1	i	0.2	-8%
COc1ccc(NC(=O)CN(C)CC(=O)Nc2sc3c(c2C#N)CCC3)cc1	i	0.9	-13%
CCN(CC)S(=O)(=O)c1ccc(N2CCOCC2)c(NC(=O)CSCc2c(C)noc2C)c1	i	0.3	3%

Screening results deposited in PubChem by several laboratories.
